Screens from PubChem BioAssay.
HTT ATP protect: qHTS Multiplex Assay to Identify Dual Action Probes in a Cell Model of Huntington: Cytoprotection (ATP); PC12 HTT-Q103 induced, cytoprotection, ATP luminescence, 40 h; Potency, µM (titrated, usually from 56.4 µM), for inactives: cytoprotection (ATP increase), most hits filed as activators; actives 0.14% (n = 230,000);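 note: potency is the fitted concentration of half-maximal effect; % of control where 0% means no effect; nearly all actives have a fitted effect of over 45% in size; toxic huntingtin expression switched on by the ecdysone agonist tebufenozide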
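PC12 cells stably carrying ecdysone-inducible Htt exon 1 (Q103)–GFP were induced with 100 nM tebufenozide (final) alongside library compounds in a dose series. Cytoprotection was scored as retained ATP by ATPlite luminescence.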
HTT aggregate: qHTS Multiplex Assay to Identify Dual Action Probes in a Cell Model of Huntington: Aggregate Formation (GFP). PC12 HttQ103-GFP aggregates, Acumen cytometry, 40 h. Potency, µM (top dose mostly 46.1 µM), for inactives: at the highest dose activity change, negative = inhibition, usual class: inhibitors. actives 1.1% (n = 220,000). AID 1688, 2009; note: potency is the fitted concentration of half-maximal effect; % is set by controls: 0 for no effect and ±100 for the full control effect; nearly all actives have a fitted effect of over 60% in size
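Huntingtin Q103 exon 1–GFP aggregates in induced PC12 cells (100 nM tebufenozide) were quantified by cytometry from lysates, with compounds dosed in titration.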
GAA glycogen: qHTS Assay for Inhibitors and Activators of Human alpha-Glucosidase Cleavage of Glycogen; Lysosomal alpha-glucosidase (Homo sapiens), P10253; recombinant GAA, glycogen substrate, Amplex Red glucose oxidase fluorescence; Potency, µM (highest dose often 76.4 µM), for the others: top-dose activity change, negative = inhibition, usual class: inhibitors; actives 0.38% (n = 300,000); AID 2100, 2009;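 note: potency is the fitted concentration of half-maximal effect; 0% = full enzyme reaction and -100% = no-enzyme basal signal; the screen sought inhibitors and activators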
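Natural-substrate format: glycogen cleavage by 4 nM human enzyme, glucose read by Amplex Red coupling (Ex 573, Em 610 nm). Normalized to enzyme and no-enzyme controls.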
aGlu spleen mod: qHTS Assay for Inhibitors and Activators of Human alpha-Glucosidase From Spleen Homogenate. human spleen homogenate, 4-MU-alpha-glucoside fluorescence. AID 2112, 2009. actives 0.006% (n = 240,000). Lysosomal alpha-glucosidase (Homo sapiens), P10253. Potency, µM (highest dose often 79.9 µM), without a hit: top-dose activity change, negative = inhibition, hits mostly inhibitors;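 note: potency is the fitted concentration of half-maximal effect; 0% = enzyme with vehicle and -100% = no enzyme basal signal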
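Enzyme source: human spleen homogenate, 1 ug/well. Buffer 50 mM citric acid/K phosphate pH 5.0, 0.01% Tween-20. 4-MU-alpha-glucoside 1 mM; 37 C x 40 min; NaOH/glycine stop; fluorescence.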
GAA inh: qHTS Assay for Inhibitors of Human alpha-Glucosidase as a Potential Chaperone Treatment of Pompe Disease. purified human GAA, 4-MU-alpha-glucoside fluorescence. Potency, µM (highest dose often 76.9 µM), for inactives: top-dose activity change, negative = inhibition, usual class: inhibitors. actives 0.005% (n = 200,000);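 note: potency is the fitted concentration of half-maximal effect; plate controls were uninhibited enzyme wells for no effect and no-enzyme background for full effect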
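Compounds are titrated up to 77 uM against 4 nM human enzyme. Substrate 4-methylumbelliferyl-alpha-D-pyranoside (400 uM) reacts 20 min at room temperature in pH 5.0 buffer; liberated 4-methylumbelliferone is read at 440 nm.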
LMNA splice mod: qHTS Assay for Modulators of Lamin A Splicing; Potency, µM (doses to about 46.1 µM), for inactives: at the top dose ratio change, negative = inhibition, hits mostly inhibitors; actives 0.01% (n = 200,000); HeLa LMNA splicing GFP/RFP minigene ratio, 48 h; active = well fitted inhibition curve with a large enough effect in the signal ratio, with a control signal flat, not every such curve was filed as active; inconclusive = small, poorly fitted or top-dose-only effect, or effect the other way, or a change in a side signal; the % refers to the signal ratio; note: potency is the fitted concentration of half-maximal effect; % is set by controls: 0 for no effect and ±100 for the full control effect
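S3 HeLa stable clones carrying a lamin A-EGFP splicing minigene plus DsRed2 were seeded at 600 cells/well in Opti-MEM with 2% FBS, pin-dosed and incubated 48 h at 37°C. Acumen cytometry (488 nm) gave the GFP/RFP total-intensity ratio.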
CBFb RUNX1 block: qHTS Assay for Compounds Blocking the Interaction Between CBF-beta and RUNX1 for the Treatment of Acute Myeloid Leukemia; Runt-related transcription factor 1 (Homo sapiens) + Core-binding factor subunit beta …; AlphaScreen CBFb-His/RUNX1-biotin binding, biochemical; Potency, µM (doses to about 59.8 µM), for inactives: at the top dose activity, negative = inhibition, hits mostly inhibitors; 230,000 tested, under 10 active; AID 1477, 2009; note: % of control where 0% means no effect
Target sequence (Q01196 whole entry, looked up): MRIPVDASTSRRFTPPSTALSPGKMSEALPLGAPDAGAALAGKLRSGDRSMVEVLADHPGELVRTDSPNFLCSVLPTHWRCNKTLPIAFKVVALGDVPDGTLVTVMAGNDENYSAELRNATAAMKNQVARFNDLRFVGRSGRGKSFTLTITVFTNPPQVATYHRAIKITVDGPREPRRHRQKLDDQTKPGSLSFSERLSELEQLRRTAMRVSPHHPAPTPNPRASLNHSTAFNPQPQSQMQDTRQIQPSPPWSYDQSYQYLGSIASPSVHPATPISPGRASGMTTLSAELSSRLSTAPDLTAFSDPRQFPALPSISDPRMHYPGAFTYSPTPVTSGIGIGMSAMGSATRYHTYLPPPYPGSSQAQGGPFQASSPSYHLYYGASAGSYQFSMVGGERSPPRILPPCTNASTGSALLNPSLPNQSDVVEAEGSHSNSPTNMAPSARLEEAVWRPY
Target sequence (Q13951 whole entry, looked up): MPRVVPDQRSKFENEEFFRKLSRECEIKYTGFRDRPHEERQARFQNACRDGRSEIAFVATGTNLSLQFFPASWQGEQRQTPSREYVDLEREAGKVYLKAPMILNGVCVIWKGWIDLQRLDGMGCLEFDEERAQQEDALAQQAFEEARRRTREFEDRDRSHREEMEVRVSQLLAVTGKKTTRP
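Interaction loss through any mechanism counts as activity. Pre-formed complex of His-CBF-beta and biotin-RUNX1 (30 nM apiece) is incubated with compound 15 min, then with 50 ng nickel and 50 ng streptavidin beads for 90 min before AlphaScreen detection.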
* = called active by the depositor; ? = inconclusive; · = no result given; & = joins results of further samples; [ ] = dose if it differs, or a comment. Unless noted, calls come from the whole dose curve; as a rule, active = well fitted curve in the direction sought with a large enough effect; inconclusive = small, poorly fitted or top-dose-only effect, or another doubt; inactive = no such curve, though single readings can be large; an effect the other way counts as inactive or inconclusive. The order is random. About 1.5% of those tested had a hit in this group.

Results follow in this order: GAA inh	LMNA splice mod	HTT ATP protect	HTT aggregate	CBFb RUNX1 block	aGlu spleen mod	GAA glycogen
1) CN(C)CCn1c(N)nc2ccccc21
  ·	·	12.0%[10 µM]	4.3%[9.22 µM]	3.6%	4.5%	6.0%
2) CCOc1ccc(Nc2cc(Nc3ccccc3OCC)nc(C=C(C#N)C#N)n2)cc1
  -4.0%	·	-4.0%[10 µM]	-11.3%[9.22 µM]	13.7%	3.9%	-1.6%
3) Nn1c(SCC(=O)N2CCCc3ccccc32)nncc1=O
  4.0%	13.1%[46 µM]	1.5%	17.5%	1.3%	·	3.3%
4) c1ccc(Nc2ccccn2)cc1
  -9.4%	3.2%	-5.2%	-11.2%	7.8%	-3.3%	1.3%
5) CCOc1ccc(C(=O)CSc2nnc(C3CC3)n2C)cc1
  4.5%	-13.0%	-9.0%[10 µM]	5.5%	5.2%	-7.6%	-2.6%
6) O=S(=O)(Cc1ccc(Cl)cc1)NCc1cccnc1
  -0.8%	·	6.0%[10 µM]	-8.4%[9.22 µM]	1.8%	1.2%	8.0%
7) COc1cccc(C(=O)N/N=c2\oc3c(OC)cccc3cc2C(=O)NCc2ccccc2)c1
  -7.0%	6.7%	23.7%[10 µM]	-1.4%	2.5%	-10.1%	7.5%
8) CCC(=O)N/N=C(\C)CC(=O)Nc1ccc2ccccc2c1
  -14.2%	26.7%	-46.6%[inhibitor]	23.6%	9.6%	-3.6%	6.4%
9) COc1ccc(/C=N/n2cc(-c3ccccc3)nc2N)cc1
  -3.6%	-10.0%	-23.3%[10 µM]	-26.7%	1.5%	-4.3%	3.5%
10) COc1ccc(-c2onc3ccc(Cl)cc23)cc1
  2.1%	-3.8%	-23.2%	-5.6%	-3.3%	-4.7%	1.2%
11) CCOC(=O)c1ccccc1NC(=O)c1ccc(N(C)S(C)(=O)=O)cc1
  ?	-8.7%	-35.5%	8.2%	-1.4%	-9.6%	-4.3%
12) O=[N+]([O-])c1cc([N+](=O)[O-])c2c(=Nc3ccccc3)n(-c3ccccc3)n(O)c2c1
  -7.2%	?	-101.5%[inhibitor]	-26.9%	?	-1.8%	-1.2%
13) COc1ccc(N2C(=O)CC(S/C(N)=N/N=C(\C)c3cccs3)C2=O)cc1 (stereo not drawn)
  -10.2%	3.5%	14.1%	15.4%	-1.3%	-7.4%	1.1%
14) CCOC(=O)C1=C[C@]2(CC)CCCN3CCc4c(n1c1ccccc41)[C@@H]32
  -13.4%[15.4 µM]	?	-25.6%	-7.0%&-25.2%	-3.5%&7.9%	-14.5%&-1.0%	16.4%
15) CCC(=O)Nc1c(C(=O)N2CCCCCC2)cnn1-c1ccc(C)c(C)c1
  -1.6%	1.4%	-3.6%	1.6%	2.4%	-12.7%	1.6%
16) O=C(NC1CC1)C1=C[C@@H](c2c[nH]c3ccccc23)C[C@@H](OCc2ccc(CO)cc2)O1
  ·	·	-17.1%[10 µM]	-7.8%[9.22 µM]	9.5%	-1.9%	-11.2%
17) O=C(NCCCO)c1cc2ccccc2[nH]1
  ·	·	5.2%[10 µM]	1.7%[9.22 µM]	2.9%	5.4%	10.3%
18) O=C(NCc1cccs1)C1CCCN1C(=O)Nc1ccc(F)cc1 (stereo not drawn)
  ·	·	0.1%[10 µM]	0.0%[9.22 µM]	12.7%	4.7%	3.6%
19) COC(=O)c1nnn(-c2cc(Cl)cc(Cl)c2)c1C(=O)OC
  ·	·	15.5%[10 µM]	-4.7%[9.22 µM]	7.0%	-0.3%	8.5%
20) O=C(CCC1CCCCC1)Nc1cccnc1
  -0.9%	1.6%	7.7%[10 µM]	-4.0%	1.8%	2.1%	0.2%
21) CCn1c2ccccc2c2nnc(SCC(=O)Nc3ncccn3)nc21
  -4.9%	-10.0%	-6.2%	-1.1%	5.5%	-17.8%	-0.1%
22) CCOC(=O)c1nnn(-c2nonc2-n2cccc2)c1C
  -6.3%	3.8%	8.0%	-1.1%	1.6%	-8.2%	1.3%
23) CN(CC(=O)Nc1ccccc1N1CCOCC1)CC(=O)Nc1ccc(F)c(F)c1F
  ?	·	-33.5%	-11.5%	2.6%	·	?
24) C#Cc1ccc([C@H]2C=C(C(=O)N3CCN(Cc4ccccc4)CC3)O[C@@H](OCC)[C@@H]2CCCO)cc1
  ·	·	31.7%[10 µM]	9.8%[9.22 µM]	5.2%	-4.2%	4.7%
25) O=C(CNC(=O)C(c1ccccc1)c1ccccc1)N/N=C/c1cccnc1
  -8.8%	·	-0.3%[10 µM]	15.7%[9.22 µM]	8.4%	-4.1%	4.6%
26) COC(=O)Cn1nnc(-c2cccc(OC)c2)n1
  -0.3%	2.9%	1.2%	8.2%	3.1%	-4.8%	-12.9%
27) Cc1ccc(N=C(N)N=C(N)N)cc1
  ·	·	-1.3%[10 µM]	-8.0%[9.22 µM]	6.6%	-1.4%	2.4%
28) CCOC(=O)CCc1c(C)nc(SCC(=O)O)c(C#N)c1C
  10.5%	-4.6%	-11.1%	8.3%	1.4%	-16.4%	0.4%
29) Cc1ccc(NC(=O)/C(C#N)=N/Nc2ccc(C(=O)O)cc2)c(C)c1
  ·	·	7.3%[10 µM]	3.8%[9.22 µM]	8.4%	-5.0%	1.3%
30) COC(=O)[C@@]1(Cc2ccc(F)cc2)[C@H]2c3cc(C(=O)N4CCCC4)n(CCc4ccc(O)c(O)c4)c3C[C@H]2CN1C(=O)c1ccccc1
  -2.5%	?	15.5%	-6.4%	-4.4%[2.36 µM]	-4.8%&-3.2%	?
31) Cc1nn(Cc2ccc(Cl)cc2Cl)c(C)c1NC(=O)NC12CC3CC(CC(C3)C1)C2
  ?	?	-29.6%	25.1µM*	-5.6%	1.4%	-6.4%
32) C/C(=N\NC(=O)c1cc(-c2ccncc2)nc2ccccc12)c1ccc(OC(F)F)cc1
  -10.3%	-15.4%[46 µM]	-48.1%[inhibitor]	3.5%	-6.1%	-4.7%	-12.0%
33) Cc1ccc(C(C)C)c(OCC(=O)Nn2c(=O)[nH]c3ccccc3c2=O)c1
  -7.7%	-7.8%	55.1%[0.074 µM]	8.1%	3.8%	5.3%	-5.4%
34) CC(=O)c1ccc(N(C(=O)Cn2nnc3ccccc32)C(C(=O)NCc2ccccc2)c2ccccn2)cc1 (stereo not drawn)
  6.4%	-13.7%	-9.9%[10 µM]	-6.7%	0.5%	-3.9%	9.6%
35) CCNC(=O)C12CCC(C)(C(=O)C1Br)C2(C)C (stereo not drawn)
  2.5%	-1.9%	10.7%[10 µM]	-10.7%	-20.4%	1.8%	7.6%
36) COc1ccc(-c2noc(-c3cc4ccccc4oc3=O)n2)cc1
  1.2%	4.7%	-22.6%	5.5%	-3.2%	-5.0%	?
37) CCCNC(=O)COC(=O)c1[nH]c(C)c(C(=O)OCC)c1C
  -1.9%	3.3%	18.8%	?	-1.2%	2.4%	6.3%
38) Oc1ccccc1-c1cc(-c2cccc(F)c2)n[nH]1
  -5.8%	?	-16.0%	-6.4%	6.8%	-11.8%	-17.4%
39) O=C(Nc1nnc(COc2ccc(F)cc2)s1)c1ccco1
  ·	·	-16.5%[10 µM]	-21.0%[9.22 µM]	8.9%	5.5%	-2.2%
40) Cc1c(C(=O)OCC2CCCO2)[nH]c2c1C(=O)CC(c1ccco1)C2 (stereo not drawn)
  3.1%	?	-17.5%[0.074 µM]	11.4%	·	-5.7%	-1.9%

Rewritten screen by screen: entries from further up.
[1] CN(C)CCn1c(N)nc2ccccc21
[2] CCOc1ccc(Nc2cc(Nc3ccccc3OCC)nc(C=C(C#N)C#N)n2)cc1
assay / compound	1	2
GAA inh	·	-4.0%
LMNA splice mod	·	·
HTT ATP protect	12.0%[10 µM]	-4.0%[10 µM]
HTT aggregate	4.3%[9.22 µM]	-11.3%[9.22 µM]
CBFb RUNX1 block	3.6%	13.7%
aGlu spleen mod	4.5%	3.9%
GAA glycogen	6.0%	-1.6%

Further structures
Results follow in this order: GAA inh	LMNA splice mod	HTT ATP protect	HTT aggregate	CBFb RUNX1 block	aGlu spleen mod	GAA glycogen
41) N=P(N1CCOCC1)(N1CCOCC1)C12CC3CC(CC(C3)C1)C2
  -6.0%	6.6%	-2.8%[10 µM]	16.4%	-1.4%	0.8%	8.5%
42) O=C(N/C(=C/c1cccs1)C(=O)N1CCOCC1)c1ccco1
  -9.5%	11.8%	22.0%[10 µM]	-1.8%	7.2%	5.5%	7.2%
43) COc1ccc(C(=O)N2CCN=C2SC)cc1OC
  -1.3%	?	19.5%	-3.7%	-10.0%	4.5%	-0.4%
44) CC(C)(C)n1nnnc1C(c1ccccn1)N1CCN(C(c2ccccc2)c2ccccc2)CC1 (stereo not drawn)
  ?	·	10.4%[10 µM]	-3.7%[9.22 µM]	8.4%	-10.1%	-16.0%
45) COC(=O)[C@H](Cc1ccccc1)NC(=O)NCC1CCCO1 (stereo partly drawn)
  -0.7%	-2.0%	-17.6%	-21.3%	4.2%	-2.8%	7.5%
46) COc1ccc(-c2csc(N(CCc3ccccc3)C(=O)COc3ccccc3)n2)cc1
  -3.9%	4.0%	-21.4%	2.0%	-2.1%	5.7%	-12.6%
47) CC1CCCC(NC(=S)Nc2ccc(SC(F)F)cc2)C1C (stereo not drawn)
  ?	?	-65.0%[inhibitor]	?	6.8%	-4.1%	-17.8%
48) CCOC(=O)C1CCN(c2c(NCCCN3CCN(Cc4ccccc4)CC3)c(=O)c2=O)CC1
  -1.2%	-0.5%	5.5%[10 µM]	15.9%	-1.7%	-0.2%	28.9%
49) Cc1ccc(N2C(=O)C(Cl)=C(N3CCN(C)CC3)C2=O)c(C)c1
  -11.4%	-2.0%	1.7%[1.9 µM]	3.2%	5.1%	-0.3%	5.0%
50) Cc1nc(C(=O)NNC(=O)c2cccc(Cl)c2)c(C(F)(F)F)o1
  0.0%	·	5.7%[10 µM]	3.6%[9.22 µM]	3.5%	-3.4%	-0.8%
